SENP8 block-1: human SENP8 protease inhibitors, primary screen, biochemical, fluorescence, Nedd8 protein substrate, uHTS; recombinant SENP8; inhibition, % at 20 µM; actives 0.64% (n = 360,000); AID 602440, 2012; in the data active = inhibition mostly above about 40%, no sharp cut-off; inactive = mostly below about 27%
SENP8 block-2: SENP8 protease inhibitors, primary screen, biochemical, luminescence; AID 2540, 2010; purified SENP8, Z-RLRGG-aminoluciferin cleavage; actives 1.2% (n = 330,000); inhibition, % at 10 µM; in the data active = inhibition above about 50%
HKDC1 inhibitor: HKDC1 hexokinase inhibitors, primary screen, biochemical, fluorescence, uHTS | actives 0.16% (n = 340,000) | inhibition, % at 20 µM | Q2TB90 | recombinant HKDC1, G6PDH/diaphorase resazurin coupled fluorescence;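 active = inhibition above about 35% when tested at 20 µM, limit read from the data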;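 note: plate controls were DMSO wells with enzyme for no effect and DMSO wells lacking enzyme for full effect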
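Assay system – recombinant HKDC1 (HK5) hexokinase enzyme, produced in-house · Input – HKDC1 at 5 µg/mL · Reagent – glucose plus 1 mM ATP as hexokinase substrates · Timing – 90 min reaction incubation at room temperature, dark · Measured by – G6PDH/diaphorase-coupled fluorescence, 1 mM NADP, 100 µM resazurin, 525/613 nm · Benchmarks – DMSO-enzyme wells negative, buffer-substituted wells positive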
SENP1 inh: human SENP1 catalytic domain inhibitors, primary screen, biochemical, FRET, uHTS; inhibition, % at 10 µM; actives 0.21% (n = 360,000); recombinant SENP1 catalytic domain, CyPet-SUMO1-YPet FRET cleavage; Sentrin-specific protease 1 (Homo sapiens), Q9P0U3; AID 624204, 2012;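 active = inhibition at least 30% at 10 µM, raw YFP signal under a set limit, fluorescence ratio 0.5 to 1.5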;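 note: 0% = enzyme with DMSO and 100% = no enzyme wells; some results filed as inactive read as strong as hits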
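Test system: recombinant human SENP1 catalytic domain, His6-tagged / Medium: pH 8 Tris buffer with EDTA, NaCl, BME, BSA, NP40, catalase / Also added: SUMO1 FRET substrate flanked by Cypet and Ypet, 25 nM / Times: 50 min reaction at room temperature / Signal: FRET, CFP and YFP emission / Control set: no-enzyme low control and enzyme-plus-DMSO high control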
SENP6 inh: SENP6 protease inhibitors, primary screen, biochemical, luminescence, uHTS | Sentrin-specific protease 6 (Homo sapiens), Q9GZR1 | Recombinant SENP6 catalytic domain, aminoluciferin luminescence | inhibition, % at 10 µM | actives 1.8% (n = 330,000) | AID 2599, 2010;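 active = inhibition above about 50% at the single tested dose, limit read from the data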;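 note: plate controls were DMSO wells with enzyme for no effect and DMSO wells lacking enzyme for full effect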
NALP3 yeast inh: NALP3 inflammasome inhibitors in reconstituted yeast, primary screen, luminescence, uHTS; actives 0.39% (n = 330,000); AID 2825, 2010; inhibition, % at 10 µM; Yeast reconstituted NLRP3/ASC/caspase-1, beta-gal luminescence, 24 h;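 active = inhibition of 50% or more; inactive = inhibition below 50%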;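 note: plate controls were induced DMSO wells for no effect and uninduced yeast grown without galactose for full effect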
Apaf-1 inh: inhibitors of human Apaf-1 apoptosome, primary screen, biochemical, DEVD-Rh110 fluorescence, uHTS; Apoptotic protease-activating factor 1 (Homo sapiens), O14727; AID 489030, 2010; actives 0.71% (n = 330,000); inhibition, % at 20 µM; reconstituted apoptosome caspase-3 activity; active = inhibition of at least 40% at 20 µM;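 note: plate controls were DMSO wells for no effect and DEVD-CHO caspase inhibitor wells for full effect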
Target sequence (O14727 whole entry, looked up): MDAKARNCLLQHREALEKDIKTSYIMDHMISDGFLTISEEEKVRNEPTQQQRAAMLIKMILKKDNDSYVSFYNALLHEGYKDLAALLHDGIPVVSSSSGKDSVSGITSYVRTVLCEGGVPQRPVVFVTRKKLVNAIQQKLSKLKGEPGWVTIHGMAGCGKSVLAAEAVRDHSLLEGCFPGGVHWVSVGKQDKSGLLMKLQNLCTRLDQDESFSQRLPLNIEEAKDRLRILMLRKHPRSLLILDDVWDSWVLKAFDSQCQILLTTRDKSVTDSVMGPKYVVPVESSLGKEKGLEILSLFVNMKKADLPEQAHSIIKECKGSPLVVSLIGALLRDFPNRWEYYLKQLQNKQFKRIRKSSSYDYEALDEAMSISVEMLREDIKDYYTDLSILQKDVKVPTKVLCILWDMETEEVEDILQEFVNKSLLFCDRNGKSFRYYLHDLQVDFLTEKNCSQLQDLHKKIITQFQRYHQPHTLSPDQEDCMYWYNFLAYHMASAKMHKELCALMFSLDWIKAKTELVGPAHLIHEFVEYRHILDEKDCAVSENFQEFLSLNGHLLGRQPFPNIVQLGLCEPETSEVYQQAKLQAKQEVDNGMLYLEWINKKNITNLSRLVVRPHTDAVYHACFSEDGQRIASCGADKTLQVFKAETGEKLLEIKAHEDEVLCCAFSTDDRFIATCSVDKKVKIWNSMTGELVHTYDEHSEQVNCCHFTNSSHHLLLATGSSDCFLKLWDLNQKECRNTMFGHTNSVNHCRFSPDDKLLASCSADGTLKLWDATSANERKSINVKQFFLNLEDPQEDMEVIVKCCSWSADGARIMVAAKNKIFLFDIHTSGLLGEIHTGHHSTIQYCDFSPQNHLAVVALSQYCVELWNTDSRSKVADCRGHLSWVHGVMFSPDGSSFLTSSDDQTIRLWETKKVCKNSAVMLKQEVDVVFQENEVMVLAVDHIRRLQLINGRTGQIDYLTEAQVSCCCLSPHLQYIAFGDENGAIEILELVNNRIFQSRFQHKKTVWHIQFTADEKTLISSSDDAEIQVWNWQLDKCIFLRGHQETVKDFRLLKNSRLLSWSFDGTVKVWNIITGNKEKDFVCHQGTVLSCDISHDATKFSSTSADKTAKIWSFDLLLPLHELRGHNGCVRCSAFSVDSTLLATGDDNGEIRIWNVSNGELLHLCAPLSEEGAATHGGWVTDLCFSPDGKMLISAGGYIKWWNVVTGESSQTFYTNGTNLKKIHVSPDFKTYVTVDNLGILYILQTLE
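Medium: Hepes buffer, pH 7.5 / System: biochemical Apaf-1 apoptosome reconstitution / Measured by: Rh110 fluorescence, excitation 480 nm, emission 540 nm / Times: compound with Apaf-1, dATP, procaspase-3 30 min, then 50 min reaction, room temperature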
SENP7 inh: SENP7 protease inhibitors, primary screen, biochemical, luminescence, uHTS; recombinant SENP7, Z-RLRGG-aminoluciferin luminescence, 40 min; inhibition, % at 5 µM; actives 1.5% (n = 330,000); AID 434973, 2010;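 active = inhibition above about 50% at the single test dose, limit read from the data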;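 note: plate controls were DMSO with enzyme for no effect and no enzyme buffer wells for full effect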
PfGluPho inh: PfG6PD enzyme inhibitors, primary screen, biochemical, fluorescence intensity, uHTS; AID 504690, 2011; inhibition, % at 20 µM; glucose-6-phosphate dehydrogenase-6-phosphogluconolactonase (Plasmodium falciparum 3D7); PfGluPho enzyme, NADPH resazurin-diaphorase fluorescence; actives 0.78% (n = 350,000);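 active = inhibition reaching at least a set limit at 20 µM in the primary screen, cut at about 59% in these data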;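 note: 0% = DMSO wells with substrate and 100% = DMSO wells lacking glucose-6-phosphate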
Numbers without * were called inactive; nt = not tested or not shown.

SMILES | SENP8 block-1 | SENP8 block-2 | HKDC1 inhibitor | SENP1 inh | SENP6 inh | NALP3 yeast inh | Apaf-1 inh | SENP7 inh | PfGluPho inh
Nc1ncc(Br)cc1S(=O)(=O)NCCC(=O)NC1CCCCC1 | -40 | 6 | 0 | 1 | 4 | 5 | 9 | -2 | -6
COc1ccc(CNC(=O)CN(Cc2ccco2)C(=O)CCC(=O)Nc2ccccn2)cc1 | 6 | 0 | -2 | 0 | -12 | 8 | 9 | -6 | 4
CC(CCc1ccccc1)NC(=O)CN(C)Cc1ccccc1F (stereo not drawn) | 14 | -8 | -2 | -2 | 5 | -40 | 25 | -17 | -13
Cc1ccc(C)c(S(=O)(=O)Nc2ccc(O)c(Sc3ncn[nH]3)c2)c1 | 20 | 1 | -1 | 2 | 6 | 12 | -9 | 0 | 23
CC(C)CNC(=O)NC(=O)COC(=O)c1cc(F)cc(F)c1 | 11 | 5 | -11 | 2 | 0 | 8 | 0 | 6 | 17
C[C@@H]1CN=C2N(CCNC(=O)CCC3CCCCC3)[C@H](Cc3ccc(O)cc3)CN21 | 10 | 4 | -7 | 2 | 11 | -4 | 11 | 5 | 5
O=C(Cn1cnc2scc(-c3cccc([N+](=O)[O-])c3)c2c1=O)NCc1ccco1 | 5 | 6 | 2 | -1 | -5 | 4 | 10 | 0 | -1
CC(=O)N1CCc2cc(C(=O)CN3CCCN(Cc4ccc(F)cc4)C3)ccc21 | nt | -5 | nt | nt | -4 | -10 | 8 | 0 | nt
CCC(C)NC(=O)C1CCN(S(=O)(=O)c2cccs2)CC1 (stereo not drawn) | 17 | 7 | 0 | 1 | -1 | 1 | 15 | -4 | 2
CCCCNS(=O)(=O)c1ccc2c(c1)oc(=O)n2CC(=O)OCC | 2 | 1 | -2 | 3 | -7 | 10 | 8 | -2 | 2

3 entries from above in another layout:
molecule	SENP8 block-1	SENP8 block-2	HKDC1 inhibitor	SENP1 inh	SENP6 inh	NALP3 yeast inh	Apaf-1 inh	SENP7 inh	PfGluPho inh
O=C(Cn1cnc2scc(-c3cccc([N+](=O)[O-])c3)c2c1=O)NCc1ccco1	5	6	2	-1	-5	4	10	0	-1
CC(=O)N1CCc2cc(C(=O)CN3CCCN(Cc4ccc(F)cc4)C3)ccc21	nt	-5	nt	nt	-4	-10	8	0	nt
CCC(C)NC(=O)C1CCN(S(=O)(=O)c2cccs2)CC1 (stereo not drawn)	17	7	0	1	-1	1	15	-4	2

Further records
SMILES | SENP8 block-1 | SENP8 block-2 | HKDC1 inhibitor | SENP1 inh | SENP6 inh | NALP3 yeast inh | Apaf-1 inh | SENP7 inh | PfGluPho inh
c1ccc(-n2c(SCc3nc(-c4cccs4)no3)nnc2-c2ccco2)cc1 | 5 | -2 | 14 | 1 | -10 | 13 | -3 | 0 | 43
O=S(=O)(/N=C(/Nc1ccccn1)c1ccccc1)c1ccc(Cl)cc1 | 13 | 7 | -10 | 2 | -7 | -5 | -6 | 12 | -4
COc1cccc(NC(=O)Cn2cc3c(n2)CCCCC3)c1 | -1 | 1 | -3 | 0 | 5 | 19 | -9 | -1 | 3
CC(=O)c1ccc(NC(=O)N2CCN(c3cccc(Cl)c3)CC2)cc1 | 32 | 1 | 6 | -1 | 3 | 4 | 8 | -5 | 7
COc1ccc(CNC(=O)NC(C)(C)c2cccc(C(C)(C)NC(=O)NCc3ccc(OC)cc3)c2)cc1 | 15 | 2 | -9 | -1 | 5 | 3 | 5 | 7 | -16
CCCCn1c(SCn2nnc3ccccc3c2=O)nc2cc(S(N)(=O)=O)ccc21 | 14 | -2 | -3 | -1 | -20 | 24 | -18 | 2 | 29
CCOc1ccc(S(=O)(=O)c2c(C(=O)c3ccccc3)cnc3cc4c(cc23)OCCO4)cc1 | -444 | 7 | 5 | -2 | -5 | -1 | -1 | 0 | -4
CC1(C(=O)NC(=S)NNC(=O)c2ccncc2)CCCCC1 | -58 | -3 | 1 | 2 | -19 | 23 | -5 | -2 | -22
CCC1(O)C(=O)OCc2c1cc1n(c2=O)Cc2cc3c(N)cccc3nc2-1 (stereo not drawn) | -370 | nt | 16 | 11 | nt | nt | nt | nt | 37
O=C(/C=C/c1ccc(F)cc1)NCCC1=CCCCC1 | 20 | 2 | -3 | 3 | 0 | 45 | 20 | -11 | 15
C[C@H](NC(=O)c1[nH]cnc1C(=O)Nc1cccc(Cl)c1)c1ccccc1 | 12 | -15 | 2 | 2 | -8 | 32 | 18 | -9 | 14
COC(=O)[C@@]12CCCCN1[C@H](c1ccc(-c3ccc(OC)cc3)cc1)[C@@H]1C(=O)N(C)C(=O)[C@@H]12 | 6 | -6 | 5 | -10 | -5 | 14 | 15 | 3 | 17
CCOc1cc(N2CCOCC2)c(OCC)cc1NC(=O)Cn1[nH]c(=O)c2ccccc2c1=O | 27 | 0 | -3 | 1 | -9 | 9 | -7 | 10 | 17
Nc1ccc2nc3c(c(Cl)c2c1)CCCC3 | -442 | 17 | 7 | -132 | 47 | 21 | 64* | 15 | 21
CCCCn1c(O)c(/C=C2\C=NN=C2c2ccccc2)sc1=S | 19 | -7 | -12 | -9 | -2 | -1 | 15 | -10 | 27
CC(C)(C)OC(=O)C[C@H]1C/C=C\C[C@@H](CC(=O)N(CCO)Cc2ccccc2)C(=O)N[C@H](Cc2ccccc2)COC1=O | 23 | 6 | -5 | -1 | 11 | 4 | 23 | 5 | -3
O=C(CCN1C(=O)/C(=C/c2ccccc2)SC1=S)NCCc1ccc(O)cc1 | 14 | 10 | -1 | 3 | -8 | 11 | 4 | -3 | 0
CC(C(=O)N1CCc2ccccc21)N1CCN(S(=O)(=O)c2ccc(C(F)(F)F)cc2)CC1 (stereo not drawn) | 5 | -14 | -1 | 0 | 0 | 31 | 27 | -9 | 13
COc1cccc(CNS(=O)(=O)c2ccc(S(=O)(=O)NC3CC3)cc2)c1 | 3 | 3 | -3 | 1 | 12 | 14 | -2 | 5 | -18
O=C(OCc1cc(Cl)ccc1OC(F)F)c1cncc(Br)c1 | 8 | 2 | -1 | -1 | -2 | -9 | 8 | 5 | 1
CCN(CC)S(=O)(=O)c1ccc(C(=O)N2CCN(c3ncccn3)CC2)cc1 | -13 | -7 | -4 | 5 | 2 | 0 | -1 | -5 | -4
CC(=O)Nc1ccc(NC(=O)c2cccc(Oc3ccccc3)c2)cc1 | 12 | -8 | -8 | -1 | -24 | 3 | 16 | -6 | 25
CC1(C)C(=O)NCCN1C(=O)CC1C(=O)NCCN1Cc1cccc(C(F)(F)F)c1 (stereo not drawn) | -70 | 4 | 2 | -12 | -21 | 10 | -1 | 0 | -16
O=C(Cc1ccc(NC(=O)C2CCCN(C(=O)CCc3ccccc3)C2)cc1)Nc1ccc(C(=O)N2CCOCC2)cc1 (stereo not drawn) | -5 | nt | -6 | 0 | nt | nt | nt | nt | 1
Clc1ccc(C(c2ccccc2)N2CCN(c3ccccn3)CC2)cc1 (stereo not drawn) | 8 | 2 | 0 | 3 | -12 | -5 | -15 | -3 | 3
O=C(c1ccc(C(=O)N2CCCc3ccccc32)nc1)N1CCCc2ccccc21 | 13 | -3 | 5 | 3 | 6 | -1 | 1 | 0 | 7
CN(CC(=O)Nc1ccc(F)cc1)CC(=O)NC1CCCCC1 | 8 | 4 | 2 | 0 | 4 | 2 | 3 | -2 | -11
Cc1ccc2sc(NC(=O)c3cccc(N4C(=O)CCC4=O)c3)nc2c1C | -148 | -3 | 9 | 1 | -13 | 8 | -1 | -8 | 3
CCn1c(=N)n(CCOc2ccc(OC)cc2)c2ccccc21 | 16 | -4 | -3 | 0 | -19 | 0 | 8 | -1 | -16
CC1=CCC2C(=O)N(c3ccc4ccccc4n3)C(=O)C2C1 (stereo not drawn) | -10 | -5 | -5 | -2 | 7 | 7 | -3 | 6 | 1
COC(=O)CCN(C(=O)C12CC3CC(CC(C3)C1)C2)c1ccccn1 | 18 | -10 | -3 | 1 | -19 | 6 | 14 | -9 | -14
Nn1c(SCC(=O)NC2CCCCC2)nnc1-c1ccco1 | 2 | -4 | -5 | 1 | 4 | -5 | -1 | 3 | -1
COc1ccc(S(=O)(=O)Nc2ccc(-n3cccc3)cc2)cc1 | 6 | 7 | 0 | 1 | 0 | 24 | 5 | -5 | -14
CC1(c2nnc(-c3cccc(Cl)c3)o2)CC(c2ccc(Br)cc2)=NO1 (stereo not drawn) | 8 | -3 | 3 | 0 | -17 | 21 | 17 | 2 | 4
CCn1c2ccccc2c2cc(NC(=O)c3coc(=O)c(Br)c3)ccc21 | -433 | 5 | nt | -37 | 18 | 11 | -14 | 0 | nt
Cc1ccc(-c2nn(-c3ccccc3)cc2/C=N/O)cc1 | 14 | -3 | -1 | 0 | -31 | 28 | 13 | 0 | 5
COc1ccc(C2(O)CCN(C(=O)c3ccc4c(c3)OCO4)CC2)cc1 | 9 | -2 | -2 | 0 | -14 | 12 | -4 | -6 | -20
O=C(NC1(C(F)(F)F)NC(=O)N(C2CCCCC2)C1=O)C1CC1 (stereo not drawn) | -3 | 0 | -5 | 3 | 1 | 5 | -32 | 9 | -9
Cc1nccn1CCOc1ccccc1Cl | 0 | -8 | -6 | 0 | -19 | 14 | -29 | 1 | -12
Cc1ccccc1CNC(=O)CCn1nc(C)c2c(C)n(-c3ccccc3)nc2c1=O | 8 | 4 | 3 | -2 | 2 | 13 | -3 | 11 | -1
O=C(O)c1[nH]c2ccc(Cl)cc2c1CC(=O)N1CCN(c2ccccc2)CC1 | 18 | 4 | -2 | 11 | -3 | -3 | 2 | 0 | -17
O=C(CSc1nc(O)c(Cc2ccccc2)c(=O)[nH]1)N1CCOCC1 | 22 | -1 | -5 | 2 | -15 | -7 | -17 | 3 | -9
O=C(O)COc1ccc(/C=C/c2nc(-c3ccccc3O)n[nH]2)cc1 | -50 | 67* | 5 | 1 | 87* | 18 | 12 | 69* | -6
O=C(CSc1nnnn1C1CCCCC1)Nc1ccc(F)cc1 | 5 | 6 | -4 | -2 | -8 | 10 | -4 | 5 | -7
COc1ccccc1C(=O)NNC(=O)c1ccccc1[N+](=O)[O-] | 15 | 2 | -3 | 1 | 0 | 7 | -9 | 1 | 2
COC(=O)c1sc(-c2ccc(C(C)(C)C)cc2)cc1NC(=O)CSCC(=O)O | -118 | 10 | 8 | 0 | 2 | -3 | 26 | -1 | -31
CCCCN1C[C@H](Cc2ccccc2)[C@@H](CC(=O)Nc2ccccc2)C1=O | 10 | -14 | -1 | -1 | -12 | -6 | 16 | -6 | 6

Screens from PubChem BioAssay.
